COUP-TFII inh = blocks human COUP-TFII nuclear receptor; AID 686940; inhibition, % at 8.6 µM; HEK293T NGFI-A luciferase reporter, luminescence; 0.7% of 370,000 active; P24468;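 active = inhibition above a per-plate cutoff, mean inhibition of test wells between control levels plus 3 SD, cut at about 38% in these data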;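 note: cells cotransfected with COUP-TFII expression vector driving the NGFI-A reporter; 0% = median of COUP-TF2 test wells and 100% = reporter-only cells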
NCOA2 inhibitor = inhibits human steroid receptor coactivator 2; Q15596; HEK293 GAL4-SRC2 luciferase reporter, luminescence; inhibition, % at 9 µM; 0.17% of 370,000 active;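 active = inhibition above the mean inhibition of all tested compounds plus 3 SD, set per campaign, cut at about 52% in these data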;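 note: 0% = DMSO treated cells and 100% = cells given Gossypol at 36 µM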
The depositor's hits bear a star. A portion of the library; count on the stated rates, not on these rows.

| entry | Structure | COUP-TFII inh | NCOA2 inhibitor |
| --- | --- | --- | --- |
| 1 | Nc1[nH]c(C(=O)c2ccccc2)c(-c2ccc(Cl)cc2)c1C(=O)c1c[nH]c2cc(F)ccc12 | 1.3 | -23.7 |
| 2 | COCc1cc(N2CCNC[C@@H]2C)ccc1N1CCN(Cc2ccccc2)[C@@H](C)C1 | -15.9 | 10.1 |
| 3 | Cc1ccc2sc(-c3ccc(NC(=O)CCN4C(=O)c5ccccc5C4=O)cc3)nc2c1 | -31.3 | -28.9 |
| 4 | O=C(COC(=O)c1sc2cc(Cl)ccc2c1Cl)Nc1ncc(Cl)cc1Cl | 4.8 | -7.9 |
| 5 | CCCCN1CC(COCc2ccccc2)Oc2cccc(Oc3ccc(SC)c(C)c3)c2S1(=O)=O (stereo not drawn) | 10.2 | 6.8 |
| 6 | CCCCOCCCNC(=O)C[C@H]1C[C@@]2(C(=O)OC)C(=C[C@H](COCc3ccccc3)O[C@@H]2C)N(CCC2=CCCCC2)C1=O | 16.7 | -4.4 |
| 7 | CCCCN1c2cc(C)c(O)cc2C(C(=O)OCC)C1C (stereo not drawn) | 0.6 | 9.9 |
| 8 | NC(=O)c1ncn([C@@H]2O[C@H](C(=O)N[C@H](Cc3ccccc3)C(=O)N3CCN(CC(=O)Nc4ccccn4)CC3)[C@@H](O)[C@H]2O)n1 | -1.2 | 19.4 |
| 9 | CN(C)CC(=O)N[C@@H]1C[C@@H]2O[C@@H](CO)CC[C@@H]2O[C@@H]1CCc1ccc(C#Cc2ccccc2)cc1 | 16.3 | -2.4 |
| 10 | O=[N+]([O-])c1cc(O)c2ncccc2c1 | 16.6 | -42.4 |
| 11 | O=c1c2cc3cc(Cl)ccc3nc2ncn1N1CCCCC1 | -6.3 | -9.4 |
| 12 | C[C@H]1CN(C(=O)OC(C)(C)C)CCN1c1ccc(N2CC[C@H](O)C2)c(C#N)c1 | -8.9 | -40.8 |

Reprinted from the part before: 4 entries, followed by the next part.
| entry | Structure | COUP-TFII inh | NCOA2 inhibitor |
| --- | --- | --- | --- |
| 9 | CN(C)CC(=O)N[C@@H]1C[C@@H]2O[C@@H](CO)CC[C@@H]2O[C@@H]1CCc1ccc(C#Cc2ccccc2)cc1 | 16.3 | -2.4 |
| 10 | O=[N+]([O-])c1cc(O)c2ncccc2c1 | 16.6 | -42.4 |
| 11 | O=c1c2cc3cc(Cl)ccc3nc2ncn1N1CCCCC1 | -6.3 | -9.4 |
| 12 | C[C@H]1CN(C(=O)OC(C)(C)C)CCN1c1ccc(N2CC[C@H](O)C2)c(C#N)c1 | -8.9 | -40.8 |
| 13 | COc1ccc(S(=O)(=O)Nc2ccc3c(c2)C(=O)N([C@H](C)CO)C[C@H](C)[C@@H](CN(C)C)OCCCC[C@H](C)O3)cc1 | -18.1 | -2.8 |
| 14 | CCOc1ccc(NC(=O)CN2C(=O)c3cccc4cccc2c34)cc1 | -19.6 | -45.0 |
| 15 | COC(=O)[C@]1(Cc2ccccc2)NC=C(C(=O)c2ccccc2)[C@@H]1c1cccs1 | 14.0 | 4.0 |
| 16 | O=S(=O)(c1ccccc1)N1CCC(c2nc3ccccc3o2)CC1 | -11.5 | 4.9 |
| 17 | COP(=O)(O)C(C)NC(=O)OCc1ccccc1 (stereo not drawn) | -5.0 | -18.1 |
| 18 | CN1CCN(C(=O)CN(c2ccccc2)S(=O)(=O)N(C)C)CC1 | -4.9 | 9.8 |
| 19 | O=c1[nH]c(-c2ccccc2)cn1C1CCN(Cc2ccc(-c3nc4ccc(F)cc4nc3-c3ccccc3)cc2)CC1 | 12.5 | -20.4 |
| 20 | Cc1ccc2c(c1)NC(=O)c1cccc([N+](=O)[O-])c1CO2 | 1.8 | -8.7 |
| 21 | COC(=O)[C@]12C[C@H](CC(=O)N3CCN(C(=O)c4ccco4)CC3)C(=O)N(Cc3ccc4c(c3)OCO4)C1=C[C@H](COCc1ccccc1)O[C@@H]2C | 3.5 | -6.7 |
| 22 | C=CCN1C(=O)[C@@H](CC(=O)NCCCC)[C@]2(C(=O)OCC)CCCCC/C=C/12 | -9.7 | 6.8 |
| 23 | COc1cccc(C(=O)Nc2ccc(Oc3nnc(-c4ccccc4)c4ccccc34)cc2)c1 | -5.6 | -0.9 |
| 24 | CCCCc1c(-c2ccccc2OC)ncn1Cc1cc(F)cc(F)c1 | 6.0 | 28.5 |
| 25 | COc1ccc(/C=C2\CC3(OC(=O)c4ccc(F)cc4)CCCN2C3)cc1 (stereo not drawn) | -3.0 | 1.9 |
| 26 | Cc1ccc(NCc2nnc(SCC(N)=O)n2CCc2ccccc2)cc1 | 8.2 | -1.0 |
| 27 | CCOC(=O)CC[C@@]1(C(=O)OCC)C[C@@H](CC(=O)N2CCSCC2)C(=O)N2CCCC=C21 | 0.9 | 21.8 |
| 28 | COc1ccc(/C=N/n2cnc3c([nH]c4ccc(Br)cc43)c2=O)cc1CN1CCOCC1 | -7.1 | -4.6 |
| 29 | O=C1c2[nH]nc(-c3ccccc3)c2C(c2cccc(C(F)(F)F)c2)N1c1ccccc1 (stereo not drawn) | 9.1 | 9.5 |
| 30 | COC(=O)[C@]12C[C@H](CC(=O)NCc3ccc(OC)c(OC)c3)C(=O)N(Cc3ccco3)C1=C[C@H](C(C)(C)C)O[C@@H]2C | -8.0 | -8.0 |
| 31 | CC1NC(=O)c2ccccc2-n2c1nc1cc(F)ccc1c2=O (stereo not drawn) | -10.0 | 13.1 |
| 32 | CCCCN1CCS(=O)(=O)N(Cc2cn(Cc3cccc(Cl)c3)nn2)C(C(=O)OC)C1 (stereo not drawn) | 10.9 | 10.3 |
| 33 | COC(=O)C1=C(C)N(Cc2ccc(F)cc2)C(=S)NC1c1ccc(Cl)cc1 (stereo not drawn) | 10.3 | 6.7 |
| 34 | Cc1ccccc1C(=O)NC1CCCCN(Cc2ccc(Cl)cc2)C1=O (stereo not drawn) | -11.7 | -16.9 |
| 35 | Nc1ccn([C@@H]2O[C@H](C(=O)N[C@H](Cc3ccccc3)C(=O)N3CCN(C(=O)N4CCOCC4)CC3)[C@@H](O)[C@H]2O)c(=O)n1 | -4.9 | -12.8 |
| 36 | CCCC[C@H]1C2CC(OC(=O)Nc3ccccc3)C(C2)[C@H]2CCCCN21 (stereo partly drawn) | -8.2 | 10.6 |

Next entries follow.
Value order – COUP-TFII inh	NCOA2 inhibitor
37) Cn1cccc1[C@]1(O)C(=O)Nc2ccc(F)cc21
  -5.9	-0.5
38) O=C(NCCc1ccccc1)OCc1cn(Cc2cccc(Cl)c2)nn1
  8.7	0.6
39) COc1ccc(Cn2cc(COC(=O)N(C)Cc3ccccc3)nn2)cc1
  3.6	-15.9
40) CCOC(=O)[C@]12CCCC=C1N(CCc1ccc(Cl)cc1)C(=O)[C@@H]2CC(=O)NCCC(C)C
  6.0	16.3
41) CN(C)Cc1cn(-c2ccc(-c3noc4c3C(=O)N(CC(=O)N3CCOCC3)CC4)cc2)nn1
  6.9	-17.9
42) O=C(Cc1cc(=O)[nH][nH]1)N/N=C/c1ccccc1Cl
  6.8	-9.4
43) O=C(Nc1ccc(F)cc1F)c1cc2ncc(Br)cn2n1
  -1.1	-27.4
44) O=C(NC1CCCC1)C1(C(=O)C2CC2)CC(c2ccccc2C(F)(F)F)=NO1 (stereo not drawn)
  -3.4	-29.6
45) CN1CCN(NC(=O)CN2C(=O)/C(=C/c3ccccc3F)SC2=S)CC1
  6.0	2.4
46) Cc1ccc(F)cc1C(=O)N(Cc1ccccn1)CC1CCCO1 (stereo not drawn)
  -7.8	-0.6
47) C[C@H]1CN([C@@H](C)CO)C(=O)CCCn2nncc2CO[C@@H]1CN(C)Cc1ccc2cccnc2c1
  4.7	21.2
48) O=C(OCCN1CCN(C2CN(Cc3cn(Cc4cccc(F)c4)nn3)S(=O)(=O)C2)CC1)c1cc2ccccc2o1 (stereo not drawn)
  -4.9	-12.2
49) CCC(C)NC(=O)C1CCN(S(=O)(=O)c2ccc3[nH]c(=O)oc3c2)CC1 (stereo not drawn)
  9.8	-9.8
50) CCCCCCN1CCS(=O)(=O)N(Cc2ccccc2)C(C(=O)OC)C1 (stereo not drawn)
  16.3	6.5
51) Cc1ccc(NC(=O)CSc2nnc(-c3cccnc3)n2Cc2ccco2)c(C)c1
  27.7	8.7
52) COc1ccc(CC(NC(C)=O)C(=O)NC2CCN(c3c(Cc4ccccc4)c(C)nc4ncnn34)CC2)cc1OC (stereo not drawn)
  10.1	-7.8
53) Cc1nc2ccc(NC(=O)c3cc(F)cc(F)c3)cc2c(=O)[nH]1
  7.4	-9.4
54) CC(C)C1=CC2C3C(C(C(C)C)=CC(=O)[C@@]3(C)O)C1C(=O)C2(C)O (stereo partly drawn)
  6.1	-7.6
55) S=c1[nH]nc(-c2n[nH]c3c2CCC3)n1N=Cc1cccs1
  5.8	7.3
56) Cc1cc(N2CCNC[C@@H]2C)ccc1N1CCN(Cc2ccccc2)[C@H](C)C1
  -14.2	-19.1
57) CCC(=O)Nc1ccc2c(c1)C(=O)N(C)[C@@H]1CC[C@@H](CC(=O)NCCN3CCCCC3)O[C@H]1CO2
  -8.7	28.8
58) Cc1cc2c(c(=O)o1)[C@@]1(C(=O)N(C)c3ccccc31)C1=C(CC(C)(C)OC1=O)O2
  14.7	-22.0
59) COc1cccc(/C=C2/Sc3ccc(C(=O)NC4CC4)cc3NC2=O)c1
  23.3	-2.4
60) COC(=O)[C@]12C[C@H](CC(=O)NCc3cccc(C(F)(F)F)c3)C(=O)N(Cc3ccccc3)C1=C[C@H](C1CCCC1)O[C@@H]2C
  15.3	9.5
61) Cc1ccc(OCc2nnc(SCC(=O)Nc3ccc(OCc4ccccc4)cc3)n2-c2ccc(Cl)cc2)cc1
  -11.4	-0.2
62) Cc1ccc(-c2cc(-c3nnc4sc(COc5ccccc5)nn34)[nH]n2)cc1
  -7.8	-6.1
63) O=C(O)CSc1c2c(nc3cc(C(=O)NCCN4CCOCC4)ccc13)CCC2
  5.0	2.5
64) CCOC(=O)[C@@]12CCCC3=C1N(CCC3)C(=O)[C@H]2CC(=O)NCCC(C)C
  -10.5	5.3
65) CCC(NC(=O)C1CCCN(c2ncccn2)C1)c1ccccc1 (stereo not drawn)
  -3.0	1.6
66) COC(=O)N1C[C@H](OCc2ccc3c(c2)OCO3)[C@H]2C[C@@H]1c1ccccc1O2
  -1.8	7.7

Another view of part of the listing above.
63. O=C(O)CSc1c2c(nc3cc(C(=O)NCCN4CCOCC4)ccc13)CCC2
  COUP-TFII inh: 5.0
  NCOA2 inhibitor: 2.5
60. COC(=O)[C@]12C[C@H](CC(=O)NCc3cccc(C(F)(F)F)c3)C(=O)N(Cc3ccccc3)C1=C[C@H](C1CCCC1)O[C@@H]2C
  COUP-TFII inh: 15.3
  NCOA2 inhibitor: 9.5

7 entries out of the list above, arranged by their value in COUP-TFII inh, low to high:
cpd	Structure	COUP-TFII inh	NCOA2 inhibitor
61	Cc1ccc(OCc2nnc(SCC(=O)Nc3ccc(OCc4ccccc4)cc3)n2-c2ccc(Cl)cc2)cc1	-11.4	-0.2
64	CCOC(=O)[C@@]12CCCC3=C1N(CCC3)C(=O)[C@H]2CC(=O)NCCC(C)C	-10.5	5.3
65	CCC(NC(=O)C1CCCN(c2ncccn2)C1)c1ccccc1 (stereo not drawn)	-3.0	1.6
66	COC(=O)N1C[C@H](OCc2ccc3c(c2)OCO3)[C@H]2C[C@@H]1c1ccccc1O2	-1.8	7.7
63	O=C(O)CSc1c2c(nc3cc(C(=O)NCCN4CCOCC4)ccc13)CCC2	5.0	2.5
60	COC(=O)[C@]12C[C@H](CC(=O)NCc3cccc(C(F)(F)F)c3)C(=O)N(Cc3ccccc3)C1=C[C@H](C1CCCC1)O[C@@H]2C	15.3	9.5
59	COc1cccc(/C=C2/Sc3ccc(C(=O)NC4CC4)cc3NC2=O)c1	23.3	-2.4

(listing goes on)
Value order – COUP-TFII inh	NCOA2 inhibitor
67) Cc1ccc2nc(-c3ccc(Cl)cc3)c(Cc3cccc(F)c3)n2c1
  -28.8	-35.9
68) C=CCN(C(=O)[C@@H](C)[C@@H](O)c1ccc(C(C)=O)cc1)c1ccccc1
  -9.9	-12.8
69) COc1ccc([C@H]2C=C3CN(C(=O)OC(C)(C)C)S(=O)(=O)[C@H]3C[C@H]2OC(=O)c2cccs2)cc1
  15.6	25.8
70) COC(=O)C[C@@H]1CC[C@@H]2[C@H](COc3ccc(NC(=O)c4ccc5c(c4)OCO5)cc3C(=O)N2C)O1
  19.3	23.5
71) C[C@H](O)[C@@H]1C(=O)N2CCc3c([nH]c4c(-c5ccc6c(c5)OCO6)cccc34)[C@@H]2C[C@@H]1N(C)C(=O)OCc1ccccc1
  -2.4	22.7
72) CCCn1c(NC(=O)c2ccccc2)nc(Cc2ccccc2)c1-c1ccc(OC)cc1
  24.2	-13.6
73) C=CC(=O)NC1CCCCN(C)C1=O (stereo not drawn)
  -2.8	-10.5
74) COC(=O)[C@H](C(C)C)N(Cc1cn(Cc2ccc(C)cc2)nn1)S(=O)(=O)c1ccc(F)cc1Br
  17.5	8.9
75) Cc1c(C(C)(C(=O)O)c2c(C)n(C)c3ccccc23)c2ccccc2n1C
  7.3	9.6
76) COC(=O)C1=C(C)N(Cc2cccc(C(F)(F)F)c2)C(=NCc2ccc(OC)cc2)NC1c1ccccc1C(F)(F)F (stereo not drawn)
  8.1	-7.9
77) Cc1ccc(NC(=O)C2CCCN2S(=O)(=O)c2cccnc2)cc1C (stereo not drawn)
  9.4	-11.1
78) COC(=O)C1=C(C)N(Cc2ccc(C(F)(F)F)cc2)C(=NCc2ccccc2C(F)(F)F)NC1c1ccccc1C(F)(F)F (stereo not drawn)
  -10.2	9.4
79) CS(=O)(=O)OC12CCCN(C1)/C(=C/c1ccc(Cl)cc1)C2 (stereo not drawn)
  6.8	-20.1
80) COC(=O)Cc1nnn2c1CC(OC)c1ccccc1-2 (stereo not drawn)
  10.4	18.6

Shown with each value named: part of the list above.
79	CS(=O)(=O)OC12CCCN(C1)/C(=C/c1ccc(Cl)cc1)C2 (stereo not drawn)
  COUP-TFII inh: 6.8
  NCOA2 inhibitor: -20.1
80	COC(=O)Cc1nnn2c1CC(OC)c1ccccc1-2 (stereo not drawn)
  COUP-TFII inh: 10.4
  NCOA2 inhibitor: 18.6
